# Screening results deposited in PubChem by National Center for Advancing Translational Sciences (NCATS).
# 15-hLO-2 inh = qHTS Assay for Inhibitors of 15-hLO-2 (15-human lipoxygenase 2); Polyunsaturated fatty acid lipoxygenase ALOX15B (Homo sapiens), O15296; AID 881, 2007; Potency, µM (doses to about 57.1 µM), without a hit: top-dose activity change, negative = inhibition, most hits filed as inhibitors; purified 15hLO-2, xylenol orange hydroperoxide absorbance; hit rate 0.56% among 110,000; note: potency is the fitted concentration of half-maximal effect; nearly all actives have a fitted effect of over 60% in size; many of its hits are not listed in these tables
#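 Screening format was qHTS against 50 nM purified 15hLO-2 in Hepes pH 7.5 with detergent. Activity follows hydroperoxide formation from 45 uM arachidonic acid, measured as 573:405 nm absorbance ratio of the ferric-xylenol orange complex.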
# IMPase inh = qHTS Assay for Identifying the Cell-Membrane Permeable IMPase Inhibitors; Inositol monophosphatase 1 (Rattus norvegicus), P97697; CHO-M1 cells, IP1 accumulation, HTRF TR-FRET ratio; inhibition (IP1 accumulation), % at 46.1 µM; 120,000 tested, under 10 active; AID 901, 2007; active = well fitted curve in the direction sought with a large enough effect in the signal ratio, not every such curve was filed as active; inconclusive = small, poorly fitted or top-dose-only effect, or a change in a side signal; inactive = no such curve, though single readings can be large or run the other way; the % refers to the signal ratio;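 note: cells stimulated with carbachol in lithium chloride buffer; plate controls were DMSO basal wells for no effect and reference inhibitor wells for full effect; higher means more IMPase inhibition seen as more IP1 and lower FRET ratio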
# Target sequence (P97697 whole entry, looked up): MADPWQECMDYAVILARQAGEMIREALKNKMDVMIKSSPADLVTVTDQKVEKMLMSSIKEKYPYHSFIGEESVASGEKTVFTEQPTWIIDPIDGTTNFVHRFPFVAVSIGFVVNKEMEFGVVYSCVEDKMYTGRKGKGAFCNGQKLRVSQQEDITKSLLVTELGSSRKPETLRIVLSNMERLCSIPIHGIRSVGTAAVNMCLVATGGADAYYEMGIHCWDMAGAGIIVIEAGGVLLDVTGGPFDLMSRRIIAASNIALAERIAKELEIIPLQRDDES
#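 Measured: the HTRF emission ratio (665/620 nm) plus the 620 nm donor channel, each fitted to the Hill equation to give AC50. Cells were CHO-M1 given compounds up to 46 uM and a 30 min carbachol stimulation at 37C.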
# ALOX12 inhib = qHTS Assay for Inhibitors of 12-hLO (12-human lipoxygenase). AID 1452, 2008. purified 12-hLO, xylenol orange hydroperoxide absorbance. Polyunsaturated fatty acid lipoxygenase ALOX12 (Homo sapiens), P18054. hit rate 0.12% among 150,000. Potency, µM (titrated, usually from 57.1 µM), for the others: at the highest dose activity change, negative = inhibition, hits mostly inhibitors; note: potency is the fitted concentration of half-maximal effect; nearly all actives have a fitted effect of over 55% in size; many of its hits are not listed in these tables
# Target sequence (P18054 whole entry, looked up): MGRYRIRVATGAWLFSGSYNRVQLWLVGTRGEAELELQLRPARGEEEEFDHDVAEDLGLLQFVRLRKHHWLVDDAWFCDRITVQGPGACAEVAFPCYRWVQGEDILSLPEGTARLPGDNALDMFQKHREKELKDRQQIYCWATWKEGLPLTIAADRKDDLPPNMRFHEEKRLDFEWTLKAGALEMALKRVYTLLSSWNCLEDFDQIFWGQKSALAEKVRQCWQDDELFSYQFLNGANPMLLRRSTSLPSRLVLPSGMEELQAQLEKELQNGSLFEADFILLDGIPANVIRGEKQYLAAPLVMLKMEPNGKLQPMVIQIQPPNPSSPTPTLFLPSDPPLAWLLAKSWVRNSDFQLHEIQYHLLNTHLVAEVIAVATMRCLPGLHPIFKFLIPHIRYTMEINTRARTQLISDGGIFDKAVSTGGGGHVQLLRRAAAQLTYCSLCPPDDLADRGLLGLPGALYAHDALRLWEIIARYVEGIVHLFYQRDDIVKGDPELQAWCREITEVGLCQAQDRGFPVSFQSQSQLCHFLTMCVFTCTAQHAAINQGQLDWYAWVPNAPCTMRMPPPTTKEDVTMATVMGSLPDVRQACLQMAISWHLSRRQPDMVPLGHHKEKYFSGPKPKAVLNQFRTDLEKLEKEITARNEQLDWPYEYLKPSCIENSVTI
#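 Purified human 12hLO (150 nM final) was preincubated with compounds for 15 min at room temperature in 25 mM Hepes pH 7.0, 0.01% Triton X-100, then reacted with 40 uM arachidonic acid for 30 min. Hydroperoxide was detected with ferrous iron/xylenol orange.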
# PNC inhibitor = High Content Assay for Compounds that inhibit the Assembly of the Perinucleolar Compartment. PC3M PTB-GFP, PNC prevalence imaging, 16 h; stronger effect = lower value. activity change (PNC), negative = inhibition, % at 10 µM. hit rate 3.1% among 140,000;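 active = readout at or below -70, meaning at least 70% loss of cells showing the perinucleolar compartment, a nuclear body marking cancer cells; inconclusive = readout between -30 and a set limit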;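 note: plate controls were DMSO wells for no effect and camptothecin positive control wells for full effect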
#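 Read-out is percentage of cells bearing a perinucleolar compartment, from automated 20x imaging of fixed, Hoechst-stained PC3M PTB-GFP cells. Cells were seeded 4 h, then exposed 16 h to compound (23 nl of library stock) in duplicate plates.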
# * hit, by the source's call; u = inconclusive; x = not tested or not shown; [ ] = remark or other dose. Unless noted, calls come from the whole dose curve; as a rule, active = well fitted curve in the direction sought with a large enough effect; inconclusive = small, poorly fitted or top-dose-only effect, or another doubt; inactive = no such curve, though single readings can be large; an effect the other way counts as inactive or inconclusive. Unless noted, % is set by controls: 0 for no effect and ±100 for the full control effect. The list is partial, so the mix of outcomes need not match the whole.
SMILES,15-hLO-2 inh,IMPase inh,ALOX12 inhib,PNC inhibitor
Cc1ccc(Nc2n[nH]c(C)c2[N+](=O)[O-])c(C)c1,x,x,2%,8
COC(=O)c1ccc(NC(=S)N2CCN(Cc3ccccc3)CC2)cc1,14%,-3,1%,67
O=C(c1cnn2ccccc12)N1CCCc2ccccc21,0%,-18,-4%,u
COc1cccc(-c2noc(-c3cccnc3)n2)c1,9%,0,-2%,-26
O=C(NC1CC1)c1sc2cc([N+](=O)[O-])ccc2c1Cl,x,x,-3%,-24
CC(CC(C)C(=O)Nc1ccccc1C(C)(C)C)C(=O)O (stereo not given),x,-7,1%,-16
Cc1ccc2c(C)nc(Nc3nc(CSc4nnc(C)s4)cc(=O)[nH]3)nc2c1,0%,13,-27%,13
CCCNC(=O)c1cc(-c2ccco2)on1,x,u,27%,-26
O=c1oc2ccccc2c2c1ncn2C1CCCCC1,3%,14,-3%,48
COC(=O)CCC(=O)Nc1ccc(NC(=O)CCC(=O)OC)cc1,0%,1,6%,-7
N#CCSc1nnc(N)s1,-4%,-6,-1%,22
CC1=C(C(=O)Nc2ccc(C)cc2C)C(c2cccc([N+](=O)[O-])c2)n2nc(C(=O)OC(C)C)nc2N1 (stereo not given),x,x,40%,-16
CS(=O)(=O)N1N=C(c2ccc(Br)cc2)CC1c1ccc2c(c1)OCO2 (stereo not given),7%,0,-7%,-11
Cc1ccccc1OCC(=O)NNC(=O)Nc1ccc(Cl)cc1,1%,12,3%,38
NCCN1CCN(CCN)CC1,7%,-11,8%,u
CCOC(=O)c1cc(CC)sc1NC(=O)c1ccc(N2C(=O)CCC2=O)cc1,17%,2,5%,-11
Cc1c(C(=O)Nc2ccccc2C(=O)N2CCOCC2)cccc1[N+](=O)[O-],x,x,-1%,u
CCOC(=O)N1CCN(C(=O)Cc2ccc(Cl)cc2)CC1,-2%,7,-6%,u
CCCc1oc(C(=O)O)cc1CN1CCCC1,-12%,0,3%,u
C/C(CCc1ccc2c(c1)OCO2)=N\N=C1\NC(=O)CC(C(=O)Nc2ccccc2)S1 (stereo not given),2%,8,-8%,53
CCn1c(=N)n(CC(=O)c2ccco2)c2ccccc21,3%,23,3%,u
CCCCC1=NN2C(=N)CC(=O)N=C2S1,-6%,-4,0%,51
CCn1c(COc2ccc(C)cc2)nnc1SCC(=O)NNC(=O)c1ccc(OC)cc1,x,x,-1%,-83*
Cc1c(C#N)c2ccccc2n1CC(=O)NC(C)c1ccccc1 (stereo not given),2%,5,-1%,6
O=C(NCc1cccc(Cl)c1)c1ccc2nc[nH]c2c1,x,0,-3%,-15
CCOC(=O)CSC1=C(C#N)C(=O)NC2(CCCCC2)S1,-18%,-4,u,15
CCc1ccc2c(c1)C1(NN=C(c3ccccc3)S1)C(=O)N2 (stereo not given),x,-8,-13%,-18
Cc1occc1C(=O)OCC(=O)Nc1ccc(F)cc1,-1%,0,-2%,-7
COCCNC(=O)c1ccc(NS(=O)(=O)c2cc(C)ccc2C)cc1,2%,-3,5%,u
O=C(N/N=C/c1ccc(F)cc1)c1c(O)c2ccccc2[nH]c1=O,x,-2,0%,19
COc1cc(NC(=O)c2ccc(Br)o2)ccc1NC(=O)c1ccccc1Cl,-10%,0,4%,20
CC(=O)Nc1cc(C(=O)N(C)Cc2ccco2)ccc1Sc1ccc(Cl)cc1,x,9,-4%,33
O=C(CCC(=O)N1CCc2ccccc21)Nc1ccccc1,-10%,-1,6%,14
O=C1CCC(C(=O)N(Cc2ccco2)C2(C(=O)NC3CCCC3)CCCCC2)N1 (stereo not given),2%,4,3%,12
COCCNC(=O)c1ccc(C)c(S(=O)(=O)Nc2ccc(C)cc2)c1,-9%,-5,4%,35
O=C(NC1CCCc2ccccc21)C1CCN(S(=O)(=O)c2cccc3nsnc23)CC1 (stereo not given),-7%,13,-6%,17
O=C(Oc1ccc([N+](=O)[O-])cc1)c1ccc2ccccc2n1,-4%,1,-4%,-25
Cc1cc2ncn(S(=O)(=O)N3CCCCC3)c2cc1C,8%,-4,-2%,-23
Cc1nc(SCC(=O)NCc2ccc(F)cc2)c2c(=O)n(C)c(=O)n(C)c2n1,-1%,-3,3%,u
COc1cc2c(C(=O)N3CCN(C)CC3)c(C)oc2cc1Br,16%,20,5%,-6

# Fetched one by one from the list above:
SMILES,15-hLO-2 inh,IMPase inh,ALOX12 inhib,PNC inhibitor
O=C(NC1CCCc2ccccc21)C1CCN(S(=O)(=O)c2cccc3nsnc23)CC1 (stereo not given),-7%,13,-6%,17
COCCNC(=O)c1ccc(C)c(S(=O)(=O)Nc2ccc(C)cc2)c1,-9%,-5,4%,35

# Next part:
SMILES,15-hLO-2 inh,IMPase inh,ALOX12 inhib,PNC inhibitor
Cc1nn(-c2ccccc2)c2c1C(O)n1c(nc3ccccc31)S2 (stereo not given),5%,8,5%,u
CC(C)C(=O)Nc1ccc(C(=O)N2CCN(C(=O)c3ccco3)CC2)cc1,1%,-2,2%,u
CC(=O)c1ccc(N2Cc3ccccc3C2=NC(=O)c2cccs2)cc1,x,-17,-1%,16
Oc1c(Cl)cc(Cl)cc1/C=N/c1nccs1,24%,-8,-23%,2
CC(=O)N1N=C(c2cccc(Cl)c2)OC1c1ccc(C(C)C)cc1 (stereo not given),3%,-2,-2%,u
CC(C)(C)c1cc(/C=N/NC(=O)Cc2nc3ccccc3[nH]2)cc(C(C)(C)C)c1O,27%,-3,-25%,52
COc1ccccc1NC1=NC(c2ccc(Cl)cc2)N=C(N)N1 (stereo not given),-3%[11.4 µM],-2[1.84 µM],0%,-93*
COC(=O)C(CC(C)C)Oc1ccc2c(C)cc(=O)oc2c1 (stereo not given),-6%,7,-12%,11
CCOC(=O)N1CCC(NC(=O)c2ccc3c(=O)n4c(nc3c2)CCCC4)CC1,5%,15,-5%,-19
CCC1=NN(C(=O)C(=O)Nc2ccc(OC)cc2)C(O)(C(F)(F)F)C1 (stereo not given),9%,7,-4%,31
COc1ccc(C2CC(=O)C=C(NC3CCCC3)C2)cc1 (stereo not given),x,-3[0.369 µM],0%,17
CCOC(=O)c1csc(NC(=O)Nc2cccc(OC)c2)n1,x,2,3%,-6
CCOC(=O)c1c(-c2cccs2)csc1NC(C)=O,x,-2,-1%,-26
CCN1C(=S)SC(=O)C1=C1C=C(C)N(CCO)C(C)=C1,u,26,-18%,u
CCC(=O)Nc1c2c(nn1-c1ccccc1C)CSC2,x,x,-2%,-13
O=c1c(CN2CCN(c3ccccn3)CC2)coc2ccccc12,x,x,-3%,9
Nc1nc(SCc2ccccc2)c2ncn(Cc3ccccc3)c2n1,3%[11.4 µM],x,0%[11.4 µM],x
O=C(N1CCOCC1)N1CCC(n2nnc3ccccc32)CC1,1%,-5,3%,-7
Cc1ccc(-c2nc3ccccc3s2)cc1NC(=S)NC(=O)/C=C/c1ccco1,-27%,-2,-4%,18
CCOC(=O)C1=C(C)NC(=S)NC1c1ccc(-c2cccc(Cl)c2C)o1 (stereo not given),-26%,1,u,-21
CCN1C(=O)C(NC(C)=O)c2cc(Br)ccc21 (stereo not given),-20%,-3,1%,-7
O=C(COc1cccc(OC(F)F)c1)Nc1ccc(SC(F)F)cc1,4%,1,-3%,-6
Cc1nn(CC(=O)NC(C)c2ccccc2)c(=O)c2ccccc12 (stereo not given),0%,-8,-3%,u
CC(C)(C)n1nc2c(c1NC(=O)COc1ccc3ccccc3c1)CS(=O)(=O)C2,1%,6,1%,u
CCOC(=O)C1CCCN(c2c(NCC3CCCN3CC)c(=O)c2=O)C1 (stereo not given),1%,8,-2%,-18
CCN1CCN(S(=O)(=O)c2cccc([N+](=O)[O-])c2)CC1,-2%[11.4 µM],-10[1.84 µM],2%,u
COC(=O)c1ccccc1NC(=O)C1CCN(C(=O)c2cc(OC)c(OC)c(OC)c2)CC1,-1%,0,6%,-14
Cc1ccc(S(=O)(=O)N2CCN(C(=O)CSc3nnc(C)s3)C2)cc1,-1%,0,-3%,u
Cc1ccc(CNC(=O)C23CN(Cc4ccccc4)CC2C(c2ccc([N+](=O)[O-])cc2)=NO3)cc1 (stereo not given),15%,6,-10%,u
Clc1ccc(OCc2nnc(SCc3nnc(-c4ccccc4)o3)o2)c(Cl)c1,-9%,-3,-18%,u
O=C(c1cccc(F)c1)N1CCN(CC2CC3C=CC2C3)CC1 (stereo not given),-9%,3,-4%,-17
Cn1c(=O)n(C)c2cc([N+](=O)[O-])c(N3CCN(C(=O)c4ccccc4)CC3)cc21,-6%,u,-8%,14
COC(=O)c1cc2oc(C)cc2n1CC(=O)Nc1ccc(C)c(C)c1,15%[2.29 µM],7,-8%,u
O=C(Nc1ccc2c(c1)OCCO2)C1CCN(S(=O)(=O)c2cccc3nsnc23)CC1,-1%,-2,1%,-81*
Cc1[nH]c2ccc(CNS(=O)(=O)c3ccc(S(=O)(=O)N4CCOCC4)cc3)cc2c1C,-12%,6,-4%,0
CC(C)NC(=O)C(=O)NCCc1ccc(Cl)cc1,-2%,-7,-1%,u

# Entries shown so far with two or more sulfur atoms, in the order listed:
SMILES,15-hLO-2 inh,IMPase inh,ALOX12 inhib,PNC inhibitor
Cc1ccc2c(C)nc(Nc3nc(CSc4nnc(C)s4)cc(=O)[nH]3)nc2c1,0%,13,-27%,13
N#CCSc1nnc(N)s1,-4%,-6,-1%,22
CCOC(=O)CSC1=C(C#N)C(=O)NC2(CCCCC2)S1,-18%,-4,u,15
O=C(NC1CCCc2ccccc21)C1CCN(S(=O)(=O)c2cccc3nsnc23)CC1 (stereo not given),-7%,13,-6%,17
CCOC(=O)c1c(-c2cccs2)csc1NC(C)=O,x,-2,-1%,-26
CCN1C(=S)SC(=O)C1=C1C=C(C)N(CCO)C(C)=C1,u,26,-18%,u
Cc1ccc(-c2nc3ccccc3s2)cc1NC(=S)NC(=O)/C=C/c1ccco1,-27%,-2,-4%,18
Cc1ccc(S(=O)(=O)N2CCN(C(=O)CSc3nnc(C)s3)C2)cc1,-1%,0,-3%,u
O=C(Nc1ccc2c(c1)OCCO2)C1CCN(S(=O)(=O)c2cccc3nsnc23)CC1,-1%,-2,1%,-81*
Cc1[nH]c2ccc(CNS(=O)(=O)c3ccc(S(=O)(=O)N4CCOCC4)cc3)cc2c1C,-12%,6,-4%,0
